L929 necroptosis: L929 zVAD cell death inhibition. L929 zVAD necroptosis rescue, ATP luminescence, 24 h; with zVAD 60 µM. viability rescue, % at 10 µM. 220,000 tested, 0.38% active. AID 1377;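 active = activation, scaled between plate controls, above about 75%, limit read from the data; inactive = activation under that limit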;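 note: 0% = zVAD with DMSO and 100% = DMSO alone without zVAD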
PERK inhibitor: blocks human PERK kinase; Q9NZJ5; CHO PERK-DD fusion, SEAP luminescence translation reporter; inhibition, % at 5.6 µM; 220,000 tested, 0.17% active; AID 1416;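 active = inhibition above the mean inhibition of all tested compounds plus 3 SD, set separately per screening campaign, cut at about 2.9% in these data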;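 note: PERK kinase domain activated by AP20187 dimerizer at 100 nM; 0% = DMSO with dimerizer and 100% = rapamycin at 8.4 µM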
PGE2 EP2 inh: EP2 receptor (human) inhibition | P43116 | C6 glioma cells expressing human EP2, cAMP TR-FRET; cells stimulated with saturating PGE2 | 260,000 tested, 0.52% active | AID 1422 | inhibition, % at 25 µM;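 active = percent inhibition above 40 after rounding to a whole number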;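 note: rat C6 glioma host cells with rolipram phosphodiesterase inhibitor present; the protocol text gives 20 µM as final concentration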
Target sequence (P43116 whole entry, looked up): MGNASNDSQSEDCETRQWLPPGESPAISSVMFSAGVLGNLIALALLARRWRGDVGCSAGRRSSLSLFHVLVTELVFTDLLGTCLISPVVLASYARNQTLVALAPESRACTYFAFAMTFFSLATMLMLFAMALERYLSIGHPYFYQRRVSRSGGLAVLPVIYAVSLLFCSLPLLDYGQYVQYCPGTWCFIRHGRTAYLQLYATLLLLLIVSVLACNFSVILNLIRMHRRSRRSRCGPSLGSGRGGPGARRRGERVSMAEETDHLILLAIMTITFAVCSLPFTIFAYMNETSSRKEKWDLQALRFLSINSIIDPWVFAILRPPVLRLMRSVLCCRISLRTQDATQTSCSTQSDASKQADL
RBBP9 inh: human RBBP9 hydrolase inhibition. O75884. inhibition, % at 7.94 µM. 220,000 tested, 0.2% active. AID 1515. recombinant RBBP9, FP-Rh probe fluorescence polarization;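 active = inhibition above the campaign mean of all tested compounds plus 3 SD, cut at about 14% in these data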;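 note: plate controls were DMSO wells with RBBP9 for no effect and wells lacking RBBP9 protein for full effect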
Target sequence (O75884 whole entry, looked up): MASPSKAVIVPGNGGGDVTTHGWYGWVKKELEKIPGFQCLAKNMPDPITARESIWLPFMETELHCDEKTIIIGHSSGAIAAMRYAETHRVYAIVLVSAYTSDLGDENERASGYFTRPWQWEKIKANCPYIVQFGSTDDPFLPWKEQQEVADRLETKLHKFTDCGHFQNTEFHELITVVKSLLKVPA
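Measured by: FP readout at 525/598 nm; material: recombinant human RBBP9; also added: Serine-hydrolase probe FP-Rh, 375 nM pre-mixing; medium: Tris buffer pH 8.0, NaCl, Pluronic; replication: one well per compound; doses: one concentration, 7.94 µM nominal, 0.794% DMSO; timing: preincubation 30 min plus labeling 45 min at 25 °C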
Runt-CBFb FRET: blocks binding of human RUNX1 Runt domain to CBFb; 220,000 tested, 0.46% active; Q01196+Q13951; Cerulean-Runt/Venus-CBFb FRET ratio 530/480, 1 h; inhibition, % at 20 µM;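 active = inhibition over about 50% at 20 µM in the single-dose screen, limit read from the data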;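 note: 0% = DMSO wells and 100% = excess unlabeled CBFb competitor control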
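System: Cerulean-labeled Runt domain protein | Quantity: 100 nM of each labeled protein | Schedule: 1 h compound exposure, room temperature | Detection: Fluorescence energy transfer, 422 nm excitation, 530/480 nm emission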
EP2 modulator: modulators of human EP2 prostaglandin E2 receptor; EP2-expressing cells, cAMP HTRF FRET, PGE2 co-stimulation; induction, % at 25 µM; P43116; 260,000 tested, 0.83% active;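 active = compounds whose cAMP rise, as percent of the full-agonist control response, exceeds 60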;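 note: rat C6 glioma line stably carrying human EP2 under a CMV promoter; the protocol text gives 20 µM as final concentration; 100% = response of wells given 1 µM PGE2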
TNF necrop inh: TNF-alpha cell death inhibition in Jurkat FADD-/- cells; activation (protection from cell death), % at 10 µM; 220,000 tested, 0.068% active; Jurkat FADD-/- TNF necroptosis rescue, ATP luminescence, 24 h; 0 = TNF only, 100 = no-TNF cells;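 active = activation, meaning protection from cell death, of at least 50% relative to plate controls; inactive = activation below 50%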;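 note: necroptosis triggered by 40 ng/mL TNF-alpha added together with compound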
Runt-SMMHC FRET: blocks binding of human RUNX1 Runt domain to CBFb-SMMHC; Cerulean-Runt/Venus-CBFb-SMMHC FRET ratio 530/480, 1 h; AID 1434; 220,000 tested, 0.74% active; Q01196+Q13951; inhibition, % at 20 µM;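 active = mean inhibition across duplicate retests at 20 µM reaching about 50%, limit read from the data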;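 note: 0% = DMSO wells and 100% = wells with excess untagged CBFb-SMMHC; inhibitors lower the FRET ratio by blocking Runt binding to CBFb-SMMHC; some results filed as inactive read as strong as hits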
Hck Nef HTS: inhibitors of human Hck kinase activated by Nef | P08631 | Recombinant Hck-YEEI plus Nef, Z-Lyte FRET kinase assay | inhibition, % at 20 µM | 220,000 tested, 0.68% active | AID 463187;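 active = Hck-Nef kinase inhibition above about 50%, limit read from the data; inactive = inhibition below that limit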;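 note: 0% = DMSO with Hck plus Nef and 100% = Hck alone without Nef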
Target sequence (P08631 whole entry, looked up): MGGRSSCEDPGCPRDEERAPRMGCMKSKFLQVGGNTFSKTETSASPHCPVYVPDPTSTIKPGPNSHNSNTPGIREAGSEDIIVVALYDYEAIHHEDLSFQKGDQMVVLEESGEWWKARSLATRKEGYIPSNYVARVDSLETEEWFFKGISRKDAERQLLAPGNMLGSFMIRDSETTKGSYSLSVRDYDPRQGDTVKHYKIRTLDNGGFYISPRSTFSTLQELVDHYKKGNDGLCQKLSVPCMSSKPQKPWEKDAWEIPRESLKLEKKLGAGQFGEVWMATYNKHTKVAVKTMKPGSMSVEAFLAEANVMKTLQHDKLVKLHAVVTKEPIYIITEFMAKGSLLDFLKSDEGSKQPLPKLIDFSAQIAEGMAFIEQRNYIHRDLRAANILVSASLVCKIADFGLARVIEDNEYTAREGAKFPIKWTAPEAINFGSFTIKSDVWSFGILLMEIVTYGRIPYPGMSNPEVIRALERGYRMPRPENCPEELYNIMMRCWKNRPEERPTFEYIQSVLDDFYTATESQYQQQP
* marks the source's active call; other numbers are inactive results; / = no result given; & = joins results of further samples. Only part of the results is shown; rates above refer to the full screens.

Every second line gives: L929 necroptosis	PERK inhibitor	PGE2 EP2 inh	RBBP9 inh	Runt-CBFb FRET	EP2 modulator	TNF necrop inh	Runt-SMMHC FRET	Hck Nef HTS
> O=c1c2[nH]c3cccc(Cl)c3c2ncn1Cc1ccncc1
 : 2.8	-0.3	13	-8	-1	/	4.2	-3	2
> COC(=O)N/N=C/c1cc(C)n(-c2ccccc2)c1C
 : 0.1	-0.5	14	-10	-1	-16	0.7	4	-1
> CCN(CC(=O)NCc1cccs1)S(=O)(=O)c1ccc([N+](=O)[O-])cc1
 : 0.7	-0.4	9	0	-1	-28	0.0	-3	-51
> O=C(CC1NCCN(Cc2ccccc2)C1=O)Nc1ccc(Cl)cc1 (stereo not drawn)
 : 0.6	0.7	14	-3	2	-13	2.6	-7	-6
> COc1ccccc1-c1cc(C(=O)Nc2sc3c(c2C#N)CCC(C)C3)c2ccccc2n1 (stereo not drawn)
 : 1.1	-0.5	14	-6	-1	-17	-0.5	-3	0
> CC(C)CNC(=O)c1cccc(NC(=O)C(C)C)c1
 : 0.8	0.1	6	-2	1	9	1.0	2	0
> CCc1ccc2nc(NC(=O)Cn3cnc4ccccc4c3=O)sc2c1
 : 0.3	0.5	9	-3	4	-4	-0.1	3	55*
> Cc1ccccc1CN(C)CCc1ccccn1
 : -0.3	0.2	2	0	3	14	0.1	2	17
> Cc1ccc(-c2cc(C(F)(F)F)c(C#N)c(SCCC#N)n2)o1
 : -0.7	0.2	13	5	6	19	1.7	26	-4
> O=C(CSc1nc2c(sc3ccccc32)c(=O)n1CCCN1CCCC1)NCC1CCCO1 (stereo not drawn)
 : -1.0	-0.8	2	1	2	-14	-1.3	2	4
> CCCc1cnc(NCCNCC(O)COc2ccc(Cl)c(Cl)c2)nc1 (stereo not drawn)
 : -2.4	-0.4	3	2	-1	-27	-13	0	-6
> COc1cccc(C(=O)NC2CCN(CC(=O)Nc3nccs3)CC2)c1
 : 0.0	-0.7	7	-1	-1	-3	0.0	-4	1
> O=C(Nc1ccc2c(c1)CCC2)c1cc(S(=O)(=O)N2CCN(c3ccccc3)CC2)ccc1Cl
 : -0.7	-0.2	2	1	2	0	2.4	-6	6
> O=C(CSc1nc2c(c(C(F)(F)F)n1)CCc1ccccc1-2)NCc1ccc(F)cc1
 : -1.8	0.4	33	-4	-3	17	-1.4	0	5
> CN1C(C(=O)Nc2ccccn2)=C(O)c2ccccc2S1(=O)=O
 : 3.2	0.8&0.3	13&15&7&15	-1&-9	0&0	54&11&-8	1.7	0&-1	1
> CC(C)COc1ccccc1C(=O)NC(CO)C(=O)O (stereo not drawn)
 : -0.3	0.7	4	3	2	-1	0.2	-3	1
> COCCCNC(=S)NNC(=O)c1ccc(C(C)(C)C)cc1
 : 0.2	0.6	6	-11	1	15	5.4	-4	4
> COc1ccc(C2/C=C\CN(C(=O)Oc3ccc(C(F)(F)F)cc3)CC(=O)N2Cc2ccc(F)cc2)cc1 (stereo not drawn)
 : -0.8	/	15	/	-2	-9	-0.3	-2	24
> COc1ccccc1C(=O)NC(=S)/C=C1/N(C)c2ccccc2C1(C)C
 : 0.2	-0.8	10	-6	2	-29	-1.4	-3	7
> Cc1ccc(C)c(NC(=O)C2C3CCCC2C3c2ccccc2)c1 (stereo not drawn)
 : -0.4	0.6	18	-2	0	37	-3.6	3	2
> O=C(CN1CCC(Cc2ccccc2)CC1)NCCc1ccc(F)cc1
 : 1.0	0.4	4	-4	-4	1	0.5	-3	-8
> CC1Cc2ccccc2N1C(=O)CCNS(=O)(=O)c1cccc2nsnc12 (stereo not drawn)
 : 0.8	-1.1	10	-7	-2	2	0.7	-1	-4
> Nc1c2c(nc3c1CCC3)CCCC2
 : /	1.0	18	-16	2	/	/	-1	/
> COC(=O)c1c(N)n(-c2cc(OC)cc(OC)c2)c2nc3ccccc3nc12
 : 0.4	-1.1	/	-7	/	/	-2.0	/	16
> CC(=O)Nc1ccc(C(=O)CSc2nnc(Cn3nnc4ccccc43)n2C)cc1
 : 0.3	0.5	6	-1	-2	23	0.5	2	4
> CC(=O)Oc1ccc(C(=O)O)cc1OC(C)=O
 : 0.0	2.2	17	2	17	25	-1.5	1	1
> Cc1cc2nc(-c3ccccc3)cc(=O)n2[nH]1
 : 0.0	0.9	2	-7	21	-2	0.2	3	-10
> O=C(O)CSc1nc2ccccc2s1
 : -0.6&0.1	2.3&0.0	7&11	-10&-5	-2&-1	-8&19	1.2&1.2	-1&-2	5&0
> CCn1c(O)c(C(C#N)=C2N=c3ccccc3=N2)c2ccccc21
 : 0.2	0.7	6	-7	-2	-3	-2.4	-6	1
> O=C(COc1ccc(Br)cc1)N(Cc1ccccc1)c1ccccn1
 : 0.8	-0.2	3	-4	-4	49	1.7	2	2
> C/C(=N\O)C1CC(CC(=O)O)C1(C)C (stereo not drawn)
 : 1.2	1.7	9	-5	1	19	2.7	0	8
> COC(=O)C(CSCc1ccccc1)NC(=O)CSc1nc(N)cc(=O)[nH]1 (stereo not drawn)
 : 0.4	0.9	5	-6	-1	12	-0.7	-2	2
> COC(=O)c1ccccc1-c1ccc(/C=C2\C(=O)N(c3ccccc3)N=C2c2ccccc2)o1
 : -0.1	-0.1	9	-8	-2	-1	-5.6	-5	1
> Cc1ccc(S(=O)(=O)N(C)CCCC(=O)Nc2cccc3ccccc23)cc1
 : 1.1	-0.4	4	1	-3	-10	0.4	-2	2
> CCc1nnc(NS(=O)(=O)c2ccc(N=Cc3c(C)[nH]n(-c4cccc(Cl)c4)c3=O)cc2)s1
 : 1.5	1.2	5	5	-6	-12	2.1	-2	3
> CC1=C(C#N)C(NC(=O)c2ccc(Cl)cc2)(C(F)(F)F)C(=O)N1 (stereo not drawn)
 : -0.3	1.1	3	-1	0	28	2.4	1	2
> CCCCNC(=O)c1sc2nc(C)cc(COC)c2c1-n1cccc1
 : -0.5	-1.5	/	2	-4	-26	-0.6	-12	2
> Cc1cc(OCC(=O)Nc2ccc(OCc3ccccc3)cc2)nc(C(C)C)n1
 : 0.9	-0.2	4	-5	-2	-19	2.2	0	1
> COCCn1c(SCC(=O)Nc2ccccc2C)nc2c(oc3ccccc32)c1=O
 : -0.5	1.0	5	-6	-3	11	3.8	-2	2
> COCCNC(=O)CSc1nc(N)c(NC(=O)c2ccccc2F)c(=O)[nH]1
 : 1.0	0.0	6	-3	-2	18	1.2	3	1
> Cc1sc2ncnc(NCCCn3ccnc3)c2c1C
 : 1.5	-1.2	16	-8	2	16	-2.7	2	0
> CCOC(=O)COc1ccc2cc(C(=O)OCC)c(=O)oc2c1
 : 5.1	1.9	/	-6	2	5	-0.6	10	2
> CCOC(=O)C1=C(CS(=O)(=O)c2ccc(F)c(C)c2)NC(=O)NC1c1ccc(O)c(O)c1 (stereo not drawn)
 : 1.6	0.3	12	-5	13	0	0.5	8	-3
> O=C(NNC(=O)c1ccccc1Cl)c1ccco1
 : 1.3	1.0	11	-12	2	18	-0.2	2	16
> Cc1c(C=O)c2ccccc2n1CC(=O)NCc1ccccc1
 : 1.1	0.5	5	-8	0	-36	2.0	-1	22
> COc1ccc(S(=O)(=O)Nc2nnc(C(C)C)s2)cc1
 : 0.4	2.0	15	0	3	-3	-1.0	0	1
> COc1ccc2cc(CN(CC3COCCO3)S(=O)(=O)c3ccccc3)c(=O)[nH]c2c1 (stereo not drawn)
 : -0.3	-0.8	11&13	-3	-3	0&-37	-0.2	-2	0
> COC(=O)CCC(=O)OC1(C)C(=O)C=C2C=C(C3CC3)N(C(CO)CO)C=C2C1=O (stereo not drawn)
 : -0.1	/	5	/	4	21	-0.2	3	16
> CC(=Nc1ccccc1C)C1=C(O)CSC1=O
 : -1.0	-0.8	19	-17	12	10	-1.7	3	-22
> CCn1c(SCC(=O)OC)nnc1-c1ccccc1
 : 0.3	1.5	8&7	-6	1	-59&27	-0.7	3	31

(list continues)
Every second line gives: L929 necroptosis	PERK inhibitor	PGE2 EP2 inh	RBBP9 inh	Runt-CBFb FRET	EP2 modulator	TNF necrop inh	Runt-SMMHC FRET	Hck Nef HTS
> COC(=O)c1c(C)oc(C)c1S(=O)(=O)N1CCCCC1
 : -0.1	1.4	9	-2	-1	-34	-0.3	0	5
> O=c1c2[nH]c3ccc(F)cc3c2ncn1CC1CCCO1 (stereo not drawn)
 : -0.8	0.2	20	-3	0	-26	1.8	1	-6
> CCCCn1c(=O)c(C(=O)OCC)c(O)c2ccccc21
 : 0.0	-0.1	4	-5	4	4	-0.3	2	0
> Cc1ccc(NC(=O)CN(C)Cc2ccc(Cl)cc2)cc1
 : 0.7	1.6	5	2	-2	-19	2.8	-1	4
> Cc1ccc(S(=O)(=O)N(CC(O)CN2CCCC2)c2ccccc2)cc1 (stereo not drawn)
 : 0.0	-0.9	13	3	0	-30	1.2	-1	2
> Oc1oc(-c2ccccc2)nc1/C=N/c1ccccn1
 : 0.8	0.8	3	2	/	-49	0.8	/	21
> Cc1ccc(-c2csc(N3CCC(NS(=O)(=O)c4ccc5c(c4)OCCO5)CC3)n2)cc1
 : 0.2	-0.5	11	-14	2	-45	-6.9	4	0
> Cc1ccc(S(=O)(=O)CCC(=O)Nc2ccc(F)cc2)cc1
 : -0.6	-0.3	6	-8	-1	-5	0.5	-1	-22
> CSCCC1NC(=O)N(CC(=O)Nc2c(C(C)C)cccc2C(C)C)C1=O (stereo not drawn)
 : 2.8	0.7	6	-4	-3	30	-0.1	-2	-43
> CSc1ccc2nnc(-c3cccc(F)c3)n2n1
 : 0.2	-0.7	9	-2	-2	16	-1.2	-5	0
> COc1ccc(S(=O)(=O)NC(CC(=O)O)c2ccco2)cc1 (stereo not drawn)
 : /	-0.3	6	6	0	3	0.5	-1	-8
> CCCS(=O)(=O)c1c(S(=O)(=O)CCC)c2c(N)cccn2c1C(=O)c1ccc(F)cc1
 : -0.1	0.5	13	-2	-2	7	-4.6	-28	4
> COC(=O)C1CCN(C(=O)Nc2ccc(OC)cc2)CC1
 : 0.4	0.4	15	3	/	-5	-0.9	3	2
> Cc1ccc(CNc2nc3ccccc3n3cnnc23)cc1
 : -0.2	1.1	9	2	-2	22	0.2	1	0
> CC(C)N1CC=C2C(C#N)=C(N)C(C#N)(C#N)[C@H](c3ccoc3)[C@H]2C1
 : -0.2	1.1	24	-2	49	-20	-1.4	60*	19
> C=CCNC(=O)c1onc(CSc2cc(C)cc(C)c2)c1C(=O)NCC=C
 : -0.7	/	14	/	-1	30	3.6	0	24
> O=C(COC(=O)c1cccnc1Cl)c1ccccc1
 : 0.5	0.2	6	-6	/	-60	0.1	2	0
> COc1ccc(CCNc2nc(-c3sc(C)nc3C)cs2)cc1OC
 : 0.7	-1.8	8	-10	4	-19	-7.7	-5	-18
> CCN1CCN(CC(=O)Nc2cc3c(cc2C(C)=O)OCO3)CC1
 : -1.5	0.6	0	-11	-2	24	0.0	3	14

High-throughput results as filed in PubChem.
